Assay outcomes: PubChem BioAssay, several laboratories
M4 PAM: potentiates acetylcholine response at human M4 receptor; P08173; CHO-K1 hM4/Gqi5, Fluo-8 calcium fluorescence, ACh EC20; 0% = ACh EC20, 100% = maximal ACh; activation, % at 3 µM; actives 0.4% (n = 360,000); AID 624126;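 active means activation above its plate's cutoff, the mean activation of sample wells plus 3 SD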; further: some results filed as inactive read as strong as hits
CRFBP-R2 block: CRF-BP/CRF-R2 complex antagonism | HEK293 CRF-R2/CRF-BP, CRF-induced calcium fluorescence | AID 588475 | actives 0.59% (n = 350,000) | inhibition, % at 11.8 µM;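 active means inhibition of the ligand-induced calcium signal above about 50% at the single tested concentration, limit read from the data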
PHOSPHO1 inh: inhibitors of human PHOSPHO1 phosphatase; AID 1565; recombinant PHOSPHO1, absorbance phosphatase assay; inhibition, % at 13.3 µM; actives 1.1% (n = 290,000); in the data active means inhibition above about 60%
MEKK3 PB1 HTS: raises or lowers MEK5 binding to the human MEKK3 PB1 domain. bead-based flow cytometry, Alexa488-MEK5 binding to MEKK3; actives lie on both sides; 0 = blocked by unlabeled MEK5, 100 = vehicle. actives 1.4% (n = 290,000). binding response (% of control), % at 10 µM. Q99759;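 active means binding response more than 3 SD above or below the average of its plate-row segment, actives on both sides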;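 further: Alexa488 bead fluorescence after subtracting the streptavidin-only scavenger bead signal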
CRFBP-R2 agonist: agonists of human CRF-binding protein/CRF-R2 receptor complex | activation, % at 13.2 µM | actives 0.46% (n = 350,000) | HEK293 CRF-R2/CRF-BP, calcium dye fluorescence (FLIPR); percent of saturating CRF peptide response | AID 588473;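 active means activation of at least 50%, plus an integration ratio under a set limit after plate pattern correction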;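 further: plate controls were neutral control wells without compound for no effect and CRF at EC100 for full effect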
pCIP destab: p/CIP protein destabilization. Q05BA5. F442A p/CIP-EGFP cells, EGFP fluorescence, 16 h. decrease of EGFP signal, % at 10 µM. actives 0.01% (n = 290,000). AID 1984;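 active means EGFP signal decrease of at least 30% at 10 µM or well 3 SD below plate mean, unless failing retest; inactive means the rest, including hits failing retest or dose response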; further: some compounds called inactive have numbers as strong as hits; many of its hits are not listed in these tables
IDE cell activ: IDE (human) activation, cell-based; actives 0.073% (n = 340,000); activation, % at 5.96 µM; HEK cells, FAbeta-B cleavage, fluorescence polarization; 0% vehicle, 100% cell-free pure enzyme wells; AID 493087;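 active means activation above the mean of all tested compounds plus 3 SD, set per screening campaign, cut at about 17% in these data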
Target sequence (P14735 whole entry, looked up): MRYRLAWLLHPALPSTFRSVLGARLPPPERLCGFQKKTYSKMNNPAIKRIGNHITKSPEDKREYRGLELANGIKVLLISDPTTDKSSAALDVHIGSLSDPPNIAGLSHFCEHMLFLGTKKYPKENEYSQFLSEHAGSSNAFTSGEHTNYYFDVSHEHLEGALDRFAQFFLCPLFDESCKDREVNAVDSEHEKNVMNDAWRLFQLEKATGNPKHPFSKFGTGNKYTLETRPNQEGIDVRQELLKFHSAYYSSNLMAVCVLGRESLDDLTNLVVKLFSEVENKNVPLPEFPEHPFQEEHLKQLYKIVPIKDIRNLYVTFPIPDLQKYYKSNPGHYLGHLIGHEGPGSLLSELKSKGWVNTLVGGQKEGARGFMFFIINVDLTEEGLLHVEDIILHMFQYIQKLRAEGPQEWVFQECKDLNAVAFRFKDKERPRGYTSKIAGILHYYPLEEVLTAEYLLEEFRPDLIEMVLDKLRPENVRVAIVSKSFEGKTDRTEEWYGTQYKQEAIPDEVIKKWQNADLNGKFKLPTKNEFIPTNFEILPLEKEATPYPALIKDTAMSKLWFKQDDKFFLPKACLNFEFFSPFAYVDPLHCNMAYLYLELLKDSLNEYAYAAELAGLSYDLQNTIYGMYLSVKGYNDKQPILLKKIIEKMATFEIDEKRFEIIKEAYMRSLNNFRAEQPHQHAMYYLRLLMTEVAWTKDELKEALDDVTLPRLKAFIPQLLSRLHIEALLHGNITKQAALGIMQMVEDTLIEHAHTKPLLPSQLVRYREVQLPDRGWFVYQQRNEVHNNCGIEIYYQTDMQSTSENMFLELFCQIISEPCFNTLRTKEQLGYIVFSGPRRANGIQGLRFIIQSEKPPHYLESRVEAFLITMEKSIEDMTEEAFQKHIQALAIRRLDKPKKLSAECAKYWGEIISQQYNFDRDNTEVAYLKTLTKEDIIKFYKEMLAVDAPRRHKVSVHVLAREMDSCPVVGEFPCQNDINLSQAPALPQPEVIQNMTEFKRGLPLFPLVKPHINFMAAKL
GalR3 antag: blocks the human galanin receptor 3; O60755; HEK293 GalR3-CNG cAMP membrane potential fluorescence; galR3 body fused to GalR1 C-terminus; AID 651719; inhibition, % at 3 µM; actives 0.44% (n = 360,000);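 active means inhibition above the screen-wide average plus 3 SD, cut at about 13% in these data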;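 further: forskolin and galanin both at EC90 stimulate the cells; cAMP rise reported by CNG channel membrane potential dye signal; 0% = forskolin plus galanin with DMSO and 100% = forskolin alone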
IDE cell inh: cellular human IDE inhibition; P14735; HEK cells, FAbetaB cleavage, fluorescence polarization; inhibition, % at 5.59 µM; actives 0.41% (n = 320,000);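 active means percent inhibition above the average of all tested compounds plus 3 SD, set per screening campaign, cut at about 16% in these data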;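 further: IDE supplied by intact live HEK cells; FP after avidin binding of uncleaved biotin substrate so inhibition keeps polarization high; 0% = DMSO wells and 100% = 60 µM reference IDE inhibitor Ii1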
Active calls of the source: *; · = no result given; [ ] = dose if it differs, or a comment.

SMILES	M4 PAM	CRFBP-R2 block	PHOSPHO1 inh	MEKK3 PB1 HTS	CRFBP-R2 agonist	pCIP destab	IDE cell activ	GalR3 antag	IDE cell inh
O=C(CN1CCN(C(=O)c2cccc(F)c2)CC1)Nc1ccccc1F	9	32	27	95	-1.9	-6	6	1	0
CCCCN1C(=O)C2C(C(=O)Nc3cccc(OC)c3)C3C=CC2(O3)C1C(=O)NC1CCCCC1C (configuration not stated)	9	6	1	110	-0.8	-1	1	-2	5
CC(=O)N1c2ccc(S(=O)(=O)NCCC(=O)NC3CCC(C)CC3)cc2CC1C (configuration not stated)	6	-7	26	99	1.8	-6	-2	-8	0
CC(=O)N(C)c1ccc(NC(=O)Nc2ccc(C)c(C)c2)cc1	-11	-16	-20	104	-2.0	15	-1	-3	2
CCN(C(=O)COC(=O)c1nc2nc(C)cc(C)n2n1)C1CCS(=O)(=O)C1 (configuration not stated)	5	-5	32	100	1.6	-2	5	0	-4
Cc1ccc(NC(=O)C2CCCN(S(=O)(=O)c3cccc4nonc34)C2)cc1 (configuration not stated)	-6	-13	44	101	-0.5	6	4	-10	2
COc1cc2c(cc1OC)CN(c1ccc(C(N)=O)cc1[N+](=O)[O-])CC2	-4	1	17	102	-1.1	-3	1	6	0
Clc1ccc(-n2cnc3c(Cl)ncnc32)cc1Cl	-1	-21	·	·	4.3	·	5	-5	·
Cc1ccc(-c2nn(-c3ccccc3)cc2C2CC(c3cccs3)=NN2C(=O)CCC(=O)O)cc1 (configuration not stated)	0	-9	-9	·	1.0	6	7	9	7
Cc1ccc(OCCNC(=O)/C=C/c2ccc([N+](=O)[O-])cc2)cc1C	7	13	37	109	-0.6	-10	0	-2	-5
C=CCOc1cccc(C2/C(=C(\O)c3ccc4c(c3)OCCO4)C(=O)C(=O)N2CCN2CCOCC2)c1 (configuration not stated)	5	11	33	103	-0.8	-5	2	-7	-1
CCN(CCn1cccn1)C(=O)CC1C(=O)NCCN1Cc1cc(OC)cc(OC)c1 (configuration not stated)	4	16	20	99	0.3	-7	4	-3	5
CC1CCCN(C(=O)c2ccc3c(c2)C(=O)N(CCC2=CCCCC2)C3=O)C1 (configuration not stated)	1	-13	-6	121	-0.5	-16	1	3	-5
O=C(NCc1ccccc1)c1onc(CSc2ccc(Cl)cc2)c1C(=O)NCc1ccccc1	3	14	0	104	8.4	2	3	-1	2
O=C(COc1ccc(F)cc1)Nc1nc(-c2cccnc2)cs1	1	-27	·	·	2.0	·	·	-7	·
O=C(Nc1ccc(F)c(F)c1)C1CCCN(S(=O)(=O)c2cccc3nonc23)C1 (configuration not stated)	-5	-14	19	106	1.8	0	3	-7	-1
CC1CCN(c2cc(N(C)CCO)c([N+](=O)[O-])c3nonc23)CC1	-1	-1	-8	102	-0.4	-2	5	-4	3
CCOc1ccc(S(=O)(=O)Nc2ccc(C(=O)N/N=C(\C)c3ccc(-n4ccnc4)cc3)cc2)cc1	7	6	13	107	1.6	-14	-6	2	8
Cc1c(Cl)c([N+](=O)[O-])nn1CCCC(=O)O	1	-3	11	·	-0.3	-11	1	-3	6
CCOC(=O)NN1C(=O)c2ccccc2NC12CCCC2	4	4	14	100	-0.5	1	-2	-7	6
CCCN(CCC)C(=S)NC(=O)c1ccc(-c2ccccc2)cc1	-3	-4	40	97	0.6	3	1	-3	-2
Cc1[nH]c2ccc3ncccc3c2c1C	11	16	-5	98	-0.8	-11	1	-4	2
Cn1c(=O)c2c(nc(OCc3ccc4c(c3)OCO4)n2Cc2ccccc2Cl)n(C)c1=O	4	18	27	93	-1.7	-5	3	1	-1
Cc1ccccc1OCCNC(=O)CNC(=O)c1ccccc1O	2	3	-10	79*[inhibitor]	2.1	-12	-3	·	7
CCc1ccc(NC(=O)C2CCCN2S(=O)(=O)c2ccc3c(c2)C(C)(C)C(=O)N3C)cc1 (configuration not stated)	-2	5	44	94	-6.6	2	-2	5	1
COC(=O)C1C(=O)OC(C)(C)C1C(C)C(=O)c1ccc(C)cc1C (configuration not stated)	-1	-3	60*	100	0.4	-5	1	1	1
O=C(NCC1CCCO1)c1csc(Nc2cccc3ccccc23)n1 (configuration not stated)	2	22	1	111	-0.4	-1	1	-6	6
CC(NC(=O)CN1C(=O)c2ccccc2C1=O)c1ccccc1 (configuration not stated)	-6	-6	-2	101	-1.8	-13	-1	-9	1
N#C/C(C(=O)NCc1ccccc1)=C1/SC(Cc2ccc(Cl)cc2)C(=O)N1c1ccccc1 (configuration not stated)	-1	-3	22	102	0.4	6	2	-3	1
O=C1CC(c2ccc(F)cc2)Sc2ccccc2N1 (configuration not stated)	14	-7	2	103	1.3	-14	6	-6	-3
CCc1nc(N2CCCCC2C(=O)O)c2oc3ccccc3c2n1 (configuration not stated)	4	20	23	106	-3.5	-8	2	2	-2
CCCCNS(=O)(=O)c1ccc2nc(-c3cccnc3)cc(C(=O)NC(C)CC)c2c1 (configuration not stated)	0	16	-16	107	-0.1	-10	7	-2	0
CC(=O)c1cccc(NC(=O)NC2CCCc3ccccc32)c1 (configuration not stated)	-3	46	23	98	-2.2	-8	1	-8	3
Cc1cccc(-n2c(CNC(=O)c3cccc([N+](=O)[O-])c3C)n[nH]c2=S)c1	0	-4	-26	96	-3.1	11	2	-4	-1
COc1ccc(NC(=S)NC2CCS(=O)(=O)C2)cc1 (configuration not stated)	5	-27	11	109	7.2	4	-3	-2	-1
CC(N=C1NS(=O)(=O)c2ccccc21)C(=O)NCc1ccc2c(c1)OCO2 (configuration not stated)	2	0	1	98	-1.2	-4	-4	2	2
Cc1ccc(P(C)(=O)c2ccc(C)cc2)cc1	8	-24	32	98	-0.7	-1	-2	-5	0
C=CCN(CC=C)C(=O)C1CCN(S(=O)(=O)c2ccc(-n3cnnn3)cc2)CC1	-3	3	28	101	-1.1	0	-4	-10	4
Cc1ccc(C)c(N(C(=O)c2csnn2)C(C(=O)NC2CCCC2)c2ccncc2)c1 (configuration not stated)	-5	-10	26	100	-0.9	9	-2	-7	8
COc1ccc(/C=C/c2nnc(NC(=O)COc3ccc(C)cc3)s2)cc1	0	-53	4	94	-0.1	3	0	-5	-5
CC(C)CN(CCCNC(=O)CN1C(=O)CSc2ccc(S(=O)(=O)N3CCOCC3)cc21)CC(C)C	0	-47	-8	104	-0.1	2	3	-3	0
CC(C)c1ccccc1NC(=S)NC1CCCCC1	2	-6	1	102	0.0	-5	5	-4	0
COc1ccc(-c2cc(C(=O)Nc3cc(OC)c(OC)c(OC)c3)no2)cc1	0	3	42	104	-1.0	-1	-2	-7	7
CC(=O)Nc1cccc(OCc2c(F)cccc2Cl)c1	4	-3	50	102	-1.5	-7	5	-2	6
CCCCOc1ccccc1NC(=O)Cn1c(-c2nonc2N)nc2ccccc21	1	47	10	101	4.0	-1	7	-7	-1
c1cncc(CN=C2Nc3ccccc3CS2)c1	-4	7	4	105	0.5	4	·	-3	2
O=c1[nH]c(NCCO)nc2c1C1(CCCC1)Cc1ccccc1-2	1	-31	57	98	0.9	2	-1	-5	3
Cn1c(=O)[nH]c(=O)c2c1nc(N1CCCCC1)n2CC(O)COc1ccccc1 (configuration not stated)	-2	-16	39	101	-0.5	-8	1	-5	-1

An excerpt from above with just MEKK3 PB1 HTS, CRFBP-R2 block and PHOSPHO1 inh.
compound,MEKK3 PB1 HTS,CRFBP-R2 block,PHOSPHO1 inh
CC(C)CN(CCCNC(=O)CN1C(=O)CSc2ccc(S(=O)(=O)N3CCOCC3)cc21)CC(C)C,104,-47,-8
CC(C)c1ccccc1NC(=S)NC1CCCCC1,102,-6,1
COc1ccc(-c2cc(C(=O)Nc3cc(OC)c(OC)c(OC)c3)no2)cc1,104,3,42
CC(=O)Nc1cccc(OCc2c(F)cccc2Cl)c1,102,-3,50
CCCCOc1ccccc1NC(=O)Cn1c(-c2nonc2N)nc2ccccc21,101,47,10
c1cncc(CN=C2Nc3ccccc3CS2)c1,105,7,4
O=c1[nH]c(NCCO)nc2c1C1(CCCC1)Cc1ccccc1-2,98,-31,57

(more compounds)
SMILES	M4 PAM	CRFBP-R2 block	PHOSPHO1 inh	MEKK3 PB1 HTS	CRFBP-R2 agonist	pCIP destab	IDE cell activ	GalR3 antag	IDE cell inh
CCc1ccc(NC(=O)C(C)OC(=O)c2cc(=O)[nH]c3ccc(S(=O)(=O)Nc4ccc(F)cc4)cc23)cc1 (configuration not stated)	-1	9	38	98	1.3	-11	3	-4	2
CCN(CC)S(=O)(=O)c1cccc(NC(=O)CC2CCCC2)c1	7	41	40	103	-1.1	-6	3	-8	-2
O=C(N/N=C/c1cccc(F)c1)c1cc(-c2ccco2)nc2ccccc12	0	3	44	105	-0.6	-3	4	6	-3
Cc1ccc(SCC(=O)Nc2ccccc2N2CCOCC2)cc1	-4	9	26	102	-0.8	-3	4	-1	-2
O=C1NC(c2ccc(Br)cc2)Oc2ccccc21 (configuration not stated)	2	-25	·	103	1.6	-10	0	-6	7
O=C1NC(=O)[C@@H]2C3c4ccccc4C=CN3[C@H](C(=O)c3cccs3)[C@H]12 (some centres not stated)	·	·	54	114	·	-4	·	·	5
COC(=O)c1c(C)oc2ccc(N(C(=O)Oc3ccccc3)S(=O)(=O)c3ccccc3)cc12	-3	3	4	102	1.1	-9	5	-7	5
Cc1ccc(S(=O)(=O)N2CCOCC2)cc1NC(=O)COC(=O)c1ccc(OCc2c(C)noc2C)cc1	-2	6	-24	96	-0.2	-15	-2	-3	2
COc1cccc(N=c2oc3cc(O)ccc3cc2C(=O)NCC2CCCO2)c1 (configuration not stated)	0	-37	28	101	1.1	-23	2	-7	3
Cc1ccc(NC(=O)CSc2nc3c(c(=O)[nH]2)CCC3)c(C)c1	5	-6	59	98	0.5	2	7	-8	0
CCCCC(=O)Nc1ccc(C(=O)N2CCCC(C(=O)OCC)C2)cc1 (configuration not stated)	-14	2	-17	91	0.2	-4	5	-3	-1
Cc1cccc(C)c1OCc1cc(C(=O)NCc2cn(C)nc2C)no1	-4	0	24	102	-0.5	-4	6	-1	1

As entered above.
Result for COc1cccc(N=c2oc3cc(O)ccc3cc2C(=O)NCC2CCCO2)c1 (configuration not stated) in pCIP destab: -23
Result for O=C(N/N=C/c1cccc(F)c1)c1cc(-c2ccco2)nc2ccccc12 in PHOSPHO1 inh: 44

Remaining list, next part
SMILES	M4 PAM	CRFBP-R2 block	PHOSPHO1 inh	MEKK3 PB1 HTS	CRFBP-R2 agonist	pCIP destab	IDE cell activ	GalR3 antag	IDE cell inh
Cc1ccnc(SCCn2c(N3CC(C)CC(C)C3)nc3c2c(=O)n(C)c(=O)n3C)n1 (configuration not stated)	5	-14	13	98	-3.0	-1	3	-3	0
COC(=O)Cc1csc(NC(=O)CSc2nnc3ccccn23)n1	-6	-15	24	102	-0.2	9	4	-2	4
Cc1ccc(OCC(=O)Nc2ccc(F)cc2)cc1C	1	-13	-1	109	-4.5	-5	-4	-9	1
Cc1cccc(NS(=O)(=O)c2ccc(C)c(C(=O)NCCCN3CCOCC3)c2)c1	3	0	·	·	2.7	·	2	-5	·
O=C(Nc1ccc(-c2cn3c(n2)SCC3)cc1)c1ccc2ccccc2n1	-13	-14	-11	95	-0.4	3	-4	-6	2
CS(=O)(=O)N(CC(=O)Nc1ccc2c(c1)OCCO2)Cc1ccccc1	3	-4	-21	100	-1.6	-8	2	-6	1

Not a hit list; 4.2% or so of the library scored in one or more.
